All columns: NCI-60 one-dose screen, growth in % after 48 h at 10 µM unless noted; 100 = growth as untreated, 0 = no growth, -100 = all killed.
NCI-H522 = NCI-H522 lung cancer; 78,000 tested, 8% active
NCI-H226 = NCI-H226 lung cancer. 79,000 tested, 3.5% active
NCI/ADR-RES = NCI/ADR-RES ovarian cells; 81,000 tested, 4.4% active
IGROV1 = IGROV1 ovarian cancer; 79,000 tested, 4.7% active; AID 1794786
SK-OV-3 = SK-OV-3 ovarian cancer cells. 80,000 tested, 3.2% active. AID 1794785
NCI-H460 = NCI-H460 lung cancer; 82,000 tested, 6.8% active; AID 1794736
NCI-H23 = NCI-H23 lung cancer; 80,000 tested, 4% active; AID 1794731
COLO 205 = COLO 205 colon cancer. 79,000 tested, 7.3% active. AID 1794742
NCI-H322M = NCI-H322M lung cancer; 80,000 tested, 2.7% active
Starred values were filed as active, the others as inactive; · = no result given; & = joins results of further samples. The calls were made as follows: active = growth percent below 10; inactive = the rest. The list is partial, so the mix of outcomes need not match the whole.

SMILES	NCI-H522	NCI-H226	NCI/ADR-RES	IGROV1	SK-OV-3	NCI-H460	NCI-H23	COLO 205	NCI-H322M
ClCCN(CCCl)C(c1ccccc1)c1ccc(Cl)cc1 (stereo not drawn)	65.0	75.4	79.0	·	109.1	·	77.3	114.0	·
NC(CO)Cc1ccccc1 (stereo not drawn)	91.5	93.1	101.0	108.5	111.7	100.7	97.1	115.2	100.5
COc1ccc(OC)c(NC2=N[C@]34CC(=O)CC[C@]3(C)[C@H]3CC[C@]5(C)C(=O)CC[C@H]5[C@@H]3C[C@@H]4S2)c1	68.0	107.0	91.3	87.3	95.5	94.9	78.9	110.2	84.7
CC1=CC(O)C(O)C2(C)C1CC1OC(=O)CC3C(C)C(O)C(=O)C2C13CO (stereo not drawn)	·	98.6	106.9	94.0	94.2	66.3	98.2	104.2	99.3
CN(C)c1ccc(C=C2C(=O)NC(=S)NC2=O)cc1	92.7&99.4	97.0&93.9	102.5&104.1	97.0&89.1	108.2&112.9	131.0&105.2	95.3&99.0	114.8&115.3	104.7&103.9
c1ccc([As]=[As]c2ccccc2)cc1 (stereo not drawn)	·	5.2*	9.3*	-84.1*	27.5	-45.2*	-37.2*	-89.6*	-40.5*
CCCCCCCC[N+](C)(CCCCCCCC)CCCCCCCC	-99.9*	-86.2*	-100.0*	·	-97.8*	-100.0*	-97.0*	-60.7*	-100.0*
COCOCP(=O)(OC)OC	76.0	104.6	104.5	102.9	95.5	104.0	89.5	106.5	108.4
Oc1ccc(Br)cc1CN1CCN(Cc2cccc(F)c2)CC1	78.7	·	85.0	68.7	102.7	91.2	90.7	100.7	89.8
Nc1ncnc2n[nH]nc12	34.0	72.3	67.7	52.2	13.1	95.1	72.7	70.5	42.3
C1CCC(N2OC23CCCCC3)CC1 (stereo not drawn)	87.9	104.8	109.3	109.3	100.6	112.9	102.7	108.4	115.9
O=C1NC(=O)C(F)C(O)N1 (stereo not drawn)	86.6	96.4	103.2	108.9	92.8	104.7	101.9	84.5	96.9
C/C(=N\N1CN(C(C)C(=O)O)P(Nc2ncn[nH]2)N=C1N)c1cccs1 (stereo not drawn)	90.8	87.2	101.9	104.7	81.5	102.9	93.7	105.0	99.2
S=P1(Oc2ccccc2)OCCO1	·	92.2	108.6	105.3	106.4	112.3	109.9	107.2	100.6
ClCCN(CCCl)c1ccc(/C=C/c2ccccc2)cc1	62.5	94.2	96.2	73.4	94.5	73.6	91.7	93.0	79.2
CN(C)c1ccc(C=C(C#N)C#N)cc1	92.6	107.0	99.3	81.9	111.2	109.9	99.6	130.4	110.3
C#CC1(O)CCCC(C)C1 (stereo not drawn)	94.9	100.3	97.9	100.7	104.1	107.1	97.7	115.9	102.9
O=C(NCCCCC(c1ccc(F)cc1)c1ccc(F)cc1)Nc1ccc([N+](=O)[O-])c(C(F)(F)F)c1	-16.9*	0.6*	-4.0*	15.4	-33.0*	7.6*	-10.2*	-100.0*	6.5*
C[C@@H]1C[C@H]2C(=CC1=O)CC[C@@H]1[C@@H]2CC[C@]2(C)[C@@H](O)CC[C@@H]12	92.9	93.8	90.4	89.2	130.3	103.8	96.8	123.0	101.0
CC12CCC(O)CC1CCC1C2CCC2(C)C(C(=O)CO)CCC12 (stereo not drawn)	97.5	92.1	102.9	102.4	99.3	103.0	96.9	106.9	·
O=C(OCC(Cl)(Cl)Cl)OCC(Cl)(Cl)Cl	119.4	115.2	111.8	·	115.1	·	108.5	131.6	·
CC(=O)[C@H]1CC[C@@]2(O)[C@@H]3CCC4=CC(=O)CC[C@]4(C)[C@H]3CC[C@]12C	101.4	100.4	104.8	114.9	119.1	105.9	102.3	116.4	112.3
COc1cc(C(=O)Cl)cc(OC)c1OC	96.2	95.8	98.3	126.9	116.9	115.5	97.6	119.6	121.4
CC(=O)Nc1ccc(-c2ccccc2)cc1	90.8	96.6	98.3	108.5	109.4	108.1	95.8	110.6	103.3
Cc1ccc(C(Cc2ccccc2)N2CCCC(C)C2)cc1 (stereo not drawn)	67.2	105.6	103.0	91.9	91.0	106.3	107.6	102.5	98.5
CCCCCCCC(=O)OCC/C=C/C1OC1C1OC(=O)/C=C\C=C\c2nc(oc2C)/C=C(/C)CCC2OC2C1OC(=O)NC(C)=O (stereo not drawn)	-80.3*	-37.5*	-33.8*	-10.2*	-38.5*	-51.5*	-59.1*	-90.3*	15.6
CCCCSP(=S)(SCCCC)SCCCC	·	106.8	101.6	106.0	115.2	107.0	105.3	129.5	115.1
CCNC(C)Cc1ccccc1 (stereo not drawn)	92.9	100.7	103.4	107.8	100.8	111.5	98.7	103.6	98.8
c1ccc(Nc2nc(-c3ccc(-c4ccccc4)cc3)c[se]2)cc1	78.5	93.4	95.2	91.4	102.2	90.0	92.8	112.4	88.8
CCC(=O)O[C@H]1CC[C@H]2[C@@H]3CC[C@H]4CC(=O)C=C[C@]4(C)[C@H]3CC[C@]12C	·	102.3	91.1	102.9	100.1	100.6	91.3	104.1	91.1
Cc1ccc(O)cc1C	89.7	96.7	103.9	100.9	97.6	106.9	99.5	107.5	97.1
NC1(c2cn(-c3cccc(Cl)c3)nn2)CCCCC1	85.3	91.0	98.8	100.5	86.7	108.5	101.5	105.1	98.5
CN(C)C(C)(C)C(O)c1ccccc1 (stereo not drawn)	88.2	102.0	107.6	102.0	90.7	117.2	97.9	104.9	95.2
CC1C2Cc3ccc(O)cc3C1(C)CCN2CC1CC1 (stereo not drawn)	91.7	103.2	105.9	91.4	104.3	109.3	100.8	119.9	97.4
CCCCCC(C)NC(=O)CCl (stereo not drawn)	75.7	98.4	101.5	107.6	107.9	104.9	98.1	107.4	94.6
COc1ccc(C(Cc2ccccc2)NC(C)C)cc1 (stereo not drawn)	79.8	98.1	96.9	94.6	103.9	101.2	101.5	93.4	94.4

Of the compounds above, these have a Cl atom:
SMILES	NCI-H522	NCI-H226	NCI/ADR-RES	IGROV1	SK-OV-3	NCI-H460	NCI-H23	COLO 205	NCI-H322M
ClCCN(CCCl)C(c1ccccc1)c1ccc(Cl)cc1 (stereo not drawn)	65.0	75.4	79.0	·	109.1	·	77.3	114.0	·
ClCCN(CCCl)c1ccc(/C=C/c2ccccc2)cc1	62.5	94.2	96.2	73.4	94.5	73.6	91.7	93.0	79.2
O=C(OCC(Cl)(Cl)Cl)OCC(Cl)(Cl)Cl	119.4	115.2	111.8	·	115.1	·	108.5	131.6	·
COc1cc(C(=O)Cl)cc(OC)c1OC	96.2	95.8	98.3	126.9	116.9	115.5	97.6	119.6	121.4
NC1(c2cn(-c3cccc(Cl)c3)nn2)CCCCC1	85.3	91.0	98.8	100.5	86.7	108.5	101.5	105.1	98.5
CCCCCC(C)NC(=O)CCl (stereo not drawn)	75.7	98.4	101.5	107.6	107.9	104.9	98.1	107.4	94.6

The list goes on.
SMILES	NCI-H522	NCI-H226	NCI/ADR-RES	IGROV1	SK-OV-3	NCI-H460	NCI-H23	COLO 205	NCI-H322M
C=C[Si]12OCCN(CCO1)CCO2	99.4	108.1	100.4	·	93.8	100.4	102.2	106.5	112.0
CC(=O)Oc1ccc(/C=C/c2cc(OC(C)=O)cc(OC(C)=O)c2)cc1	48.2	94.1	77.1	95.2	73.0	89.9	88.1	94.4	83.3
O=C(O)c1c(Cl)n(Cc2ccc(Cl)cc2)c2ccc(O)cc12	84.1	89.8	99.9	49.5	97.9	96.7	93.9	110.6	82.7
O=[N+]([O-])c1cc(I)cc([N+](=O)[O-])c1	85.5	114.6	96.6	107.8	124.6	111.0	95.9	111.0	110.7
CC(Br)(C(=O)O)C(Br)C(=O)O (stereo not drawn)	·	94.9	108.4	107.3	105.2	115.2	107.9	109.1	102.1
O/N=C(Cl)/C(Cl)=N/O	101.8&86.6	96.4&104.0	100.1&101.6	105.1&102.0	102.3&116.2	101.9&107.6	102.9&98.6	118.7&109.0	98.9&93.0
CC[PH+](CC)CC.O=COC1OC([S-])C(OC=O)C(OC=O)C1OC=O.[Au+] (stereo not drawn)	-75.0*	-66.7*	18.7	-78.3*	-45.5*	-59.0*	-57.3*	-84.9*	-95.9*
OC12C[C@@H](C3CO[C@@H]1O3)n1c(nc3ccccc31)N2	95.2	97.3	101.8	108.5	96.4	107.4	100.3	96.7	112.1
Cc1cccc(C)c1OC(=O)C(Cl)(Cl)Cl	125.5	96.7	110.0	106.0	104.4	116.6	104.4	116.0	99.5
CC1CCCCC12C(=O)NC(=O)NC2=O (stereo not drawn)	83.4&97.2	101.2	102.1&110.8	109.0&125.0	104.6&105.3	109.4&104.3	101.4&111.2	110.1&118.9	97.9&128.4
O=c1c2ccccc2[nH]c(=S)n1-c1cccc(C(F)(F)F)c1	87.8	·	100.2	102.0	106.8	100.2	91.4	110.3	92.6
CC(C)(C)NC(=O)OCCN1CC1	100.2	90.1	·	105.4	100.9	104.8	99.7	105.8	107.9
CC[C@]12C=CCN3CC[C@@]4(c5ccc(OC)cc5N(C)[C@H]4[C@@](O)(C(=O)OC)[C@@H]1O)[C@@H]32	94.0	88.5	99.4	95.8	·	106.5	93.0	117.6	92.8
CN[C@]1(c2ccccc2Cl)CCCC[C@H]1NCCCc1ccccc1	86.0	80.5	90.5	90.0	101.8	102.8	94.1	105.7	96.4
COc1cc(OC)cc(C2(C#N)CCN(C)CC2)c1	87.8	93.9	122.0	97.3	·	97.5	103.7	99.4	97.5
CC(C)[C@H](NC(=O)c1cn(CCC2CCCCC2)c2ccccc12)C(N)=O	76.2	59.6	74.6	80.8	81.8	99.8	91.5	85.7	84.7
CC(=O)O[C@H](C[C@H](C(C)C)N(C)C(=O)[C@@H](NC(=O)[C@H]1CCCCN1C)C(C)C)c1nc(C(=O)NC2CCC(C(=O)O)CC2)cs1 (stereo partly drawn)	-6.6*	90.6	96.8	52.9	50.9	26.7	64.8	32.6	72.4
CCCC(=O)NC1=C(N2CC2)C(=O)C(NC(=O)CCC)=C(N2CC2)C1=O	69.8	94.4	100.2	·	71.7	25.6	42.8	95.0	92.5
COc1cc2c(cc1OC)C13CCN4CC5=CCOC6CC(=O)N2C1C6C5CC43 (stereo not drawn)	99.1&104.7	95.7&95.9	66.9&115.5	106.2	114.3&101.5	83.2&119.6	100.0&90.0	89.0&95.8	144.4&117.6
Cc1cc(O)ccc1Cl	92.4&105.8	96.5&97.2	104.9&108.7	105.9&101.7	100.5&101.5	102.1&132.4	94.7&110.1	111.7&106.6	94.7&103.8
CCCC(=O)C1(c2ccccc2)CCNCC1	94.6	118.1	103.6	103.1	109.2	111.2	104.0	100.9	100.9

Three of the compounds above, bar-delimited:
smiles | NCI-H522 | NCI-H226 | NCI/ADR-RES | IGROV1 | SK-OV-3 | NCI-H460 | NCI-H23 | COLO 205 | NCI-H322M
CN[C@]1(c2ccccc2Cl)CCCC[C@H]1NCCCc1ccccc1 | 86.0 | 80.5 | 90.5 | 90.0 | 101.8 | 102.8 | 94.1 | 105.7 | 96.4
COc1cc(OC)cc(C2(C#N)CCN(C)CC2)c1 | 87.8 | 93.9 | 122.0 | 97.3 | · | 97.5 | 103.7 | 99.4 | 97.5
CC(C)[C@H](NC(=O)c1cn(CCC2CCCCC2)c2ccccc12)C(N)=O | 76.2 | 59.6 | 74.6 | 80.8 | 81.8 | 99.8 | 91.5 | 85.7 | 84.7
